Screening data deposited in PubChem by several laboratories.
KKLEB cytotox – counter-screen for CF NF-kB inhibitors: cytotoxicity; KKLEB CF airway cells viability, ATPlite luminescence, overnight; active compounds read low; cells stimulated with P. aeruginosa culture filtrate; activity change (cytotoxicity), % at 5 µM; 360,000 tested, 0.36% active; AID 602141;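 active means corrected activity change at or below -50% at 5 µM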
CF NFkB inh – blocks PAF-induced NF-kB reporter in cystic fibrosis cells | KKLEB NF-kB-GFP reporter, GFP fluorescence overnight | inhibition, % at 5 µM | AID 588850 | 360,000 tested, 0.86% active;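 active means at least 50% inhibition at 5 µM, scaled per plate between neutral and stimulator controls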;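 further: PAF is a Pseudomonas aeruginosa culture filtrate used as stimulus; plate controls were PAF-stimulated DMSO wells for no effect and unstimulated DMSO wells for full effect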
EBV LMP1 NFkB – inhibitors of Epstein-Barr LMP1-induced NF-kappaB reporter; LMP1-induced NF-kappaB luciferase reporter cells, luminescence; inhibition, % at 12.5 µM; 350,000 tested, 0.69% active; AID 504558; in the data active means inhibition above about 41%;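 further: 0% = neutral control wells and 100% = reference inhibitor control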
SRC3 inh – inhibits human SRC3 coactivator; Q9Y6Q9; HEK293 GAL4-SRC3 luciferase reporter, luminescence; inhibition, % at 3.6 µM; 360,000 tested, 0.17% active;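 active means inhibition above a per-campaign cutoff, the mean of all compounds plus 3 SD, cut at about 60% in these data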;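 further: 0% = DMSO-treated cells and 100% = gossypol-treated cells at 36 µM; higher means less SRC3-driven luciferase light from the GAL4 reporter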
NR2F2 inh – blocks human COUP-TFII nuclear receptor | HEK293T NGFI-A luciferase reporter, luminescence | inhibition, % at 8.6 µM | AID 686940 | 370,000 tested, 0.7% active | P24468;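 active means inhibition above a per-plate cutoff, mean inhibition of test wells between control levels plus 3 SD, cut at about 38% in these data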;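 further: cells cotransfected with COUP-TFII expression vector driving the NGFI-A reporter; 0% = median of COUP-TF2 test wells and 100% = reporter-only cells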
TWEAK-Fn14 inh – TWEAK-Fn14 signaling inhibition; AID 1159606; inhibition, % at 10 µM; TWEAK-stimulated Fn14 reporter cells, luciferase luminescence, 8 h; 360,000 tested, 2% active; in the data active means inhibition above about 50%
LRH-1 inv ag – NR5A2 inverse agonism in reporter assay; O00482; HEK293T StAR-luciferase reporter, LRH-1 transfected, 24 h; inhibition, % at 3.6 µM; 360,000 tested, 0.13% active; AID 602396;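 active means inhibition above the mean inhibition of all tested compounds plus 3 SD, cut at about 73% in these data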;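 further: 0% = DMSO wells and 100% = reporter-only cells lacking LRH-1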
NCOA2 inhibitor – human SRC2 (NCOA2) inhibition. Q15596. AID 651957. HEK293 GAL4-SRC2 luciferase reporter, luminescence. inhibition, % at 9 µM. 370,000 tested, 0.17% active;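 active means inhibition above the mean inhibition of all tested compounds plus 3 SD, set per campaign, cut at about 52% in these data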;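 further: 0% = DMSO treated cells and 100% = cells given Gossypol at 36 µM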
Target sequence (Q15596 whole entry, looked up, the tested form may be a part): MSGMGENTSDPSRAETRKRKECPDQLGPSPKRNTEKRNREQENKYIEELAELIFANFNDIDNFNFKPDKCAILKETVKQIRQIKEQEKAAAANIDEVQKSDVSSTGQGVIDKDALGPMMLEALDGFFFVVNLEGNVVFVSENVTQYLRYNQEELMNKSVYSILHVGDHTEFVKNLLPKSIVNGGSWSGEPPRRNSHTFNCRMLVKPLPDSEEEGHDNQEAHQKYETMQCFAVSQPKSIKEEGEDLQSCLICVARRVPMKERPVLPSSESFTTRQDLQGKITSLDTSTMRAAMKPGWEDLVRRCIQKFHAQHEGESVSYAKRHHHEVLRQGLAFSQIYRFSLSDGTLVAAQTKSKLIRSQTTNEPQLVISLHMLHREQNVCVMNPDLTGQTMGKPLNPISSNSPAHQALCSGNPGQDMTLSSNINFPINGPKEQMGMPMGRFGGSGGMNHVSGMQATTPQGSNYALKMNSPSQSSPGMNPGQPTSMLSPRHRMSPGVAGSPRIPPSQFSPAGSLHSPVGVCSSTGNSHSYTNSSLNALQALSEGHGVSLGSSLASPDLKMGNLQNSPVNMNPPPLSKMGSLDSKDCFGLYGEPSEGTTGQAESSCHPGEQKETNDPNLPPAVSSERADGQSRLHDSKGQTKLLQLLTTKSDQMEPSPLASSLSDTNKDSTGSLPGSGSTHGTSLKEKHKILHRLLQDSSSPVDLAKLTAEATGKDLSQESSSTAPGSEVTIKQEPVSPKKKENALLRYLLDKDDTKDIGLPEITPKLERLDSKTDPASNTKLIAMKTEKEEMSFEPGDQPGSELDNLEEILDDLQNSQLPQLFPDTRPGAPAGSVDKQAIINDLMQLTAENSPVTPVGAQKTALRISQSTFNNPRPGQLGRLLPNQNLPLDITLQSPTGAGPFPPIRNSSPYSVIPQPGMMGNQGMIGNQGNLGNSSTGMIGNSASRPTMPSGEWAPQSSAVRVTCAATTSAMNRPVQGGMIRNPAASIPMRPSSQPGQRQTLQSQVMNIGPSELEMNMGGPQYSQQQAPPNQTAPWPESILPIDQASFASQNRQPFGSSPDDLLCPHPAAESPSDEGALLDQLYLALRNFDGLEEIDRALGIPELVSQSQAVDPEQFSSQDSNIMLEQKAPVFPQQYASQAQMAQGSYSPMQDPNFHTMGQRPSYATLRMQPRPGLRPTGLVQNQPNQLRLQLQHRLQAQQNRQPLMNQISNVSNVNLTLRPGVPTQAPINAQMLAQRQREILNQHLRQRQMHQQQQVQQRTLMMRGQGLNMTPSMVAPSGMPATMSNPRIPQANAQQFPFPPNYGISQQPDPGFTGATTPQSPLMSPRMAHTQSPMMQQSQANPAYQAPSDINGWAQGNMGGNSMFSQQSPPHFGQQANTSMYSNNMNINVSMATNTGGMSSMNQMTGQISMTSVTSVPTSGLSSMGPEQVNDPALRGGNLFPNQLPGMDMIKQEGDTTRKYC
C8 TRAIL sens – sensitizes caspase-8 expressing cells to TRAIL. NB7+C8 cells + TRAIL, ATPlite viability luminescence. inhibition (viability loss, TRAIL sensitization), % at 10 µM. 360,000 tested, 1% active;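 active means compounds causing at least 50% loss of cell viability in the single-dose screen, relative to plate controls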
SRC1 inh – inhibits human SRC1 coactivator; Q15788; HEK293 GAL4-SRC1 luciferase reporter, luminescence; inhibition, % at 3.6 µM; 360,000 tested, 0.12% active;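 active means inhibition above the campaign mean plus 3 SD, with each screening campaign given its own cutoff, cut at about 60% in these data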;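 further: 0% = DMSO treated cells and 100% = gossypol at 36 µM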
TROY NFkB inh – TROY signaling inhibition; inhibition, % at 10 µM; Q293 LMP1-TROYcd NF-kB luciferase reporter, 4 h; 360,000 tested, 0.98% active; AID 1347056;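 active means compounds whose plate-normalised and pattern-corrected inhibition of the luciferase reporter signal at the single screening dose is 50% or more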
Starred values were filed as active, the others as inactive.

Screening COc1ccc(OC)c(CN2C(=O)CCC2(C)c2nnnn2-c2c(C)cccc2C)c1 (stereo not drawn) returned NR2F2 inh -22, TWEAK-Fn14 inh -16, LRH-1 inv ag -1, NCOA2 inhibitor -12, C8 TRAIL sens -6 and TROY NFkB inh -20.
`C=CCc1cccc(/C=N/NC(=O)CNc2cccc3ccccc23)c1O` gave KKLEB cytotox -7, CF NFkB inh 4, EBV LMP1 NFkB 12, SRC3 inh 8, NR2F2 inh -1, TWEAK-Fn14 inh 69*, LRH-1 inv ag -5, NCOA2 inhibitor 17, C8 TRAIL sens 12, SRC1 inh 12 and TROY NFkB inh 46.
CCCn1c(N2CCN(CC(=O)c3c(C)n(C)c4ccc(OC)cc34)CC2)nc2c1c(=O)[nH]c(=O)n2C was read as KKLEB cytotox -10, CF NFkB inh 9, EBV LMP1 NFkB 2, SRC3 inh 8, NR2F2 inh -4, TWEAK-Fn14 inh -2, LRH-1 inv ag 19, NCOA2 inhibitor -18, C8 TRAIL sens -12, SRC1 inh 1 and TROY NFkB inh 18.
CC(C)c1nc(SCC(=O)c2ccccc2)c2c(=O)n(C)c(=O)n(C)c2n1 was read as KKLEB cytotox 0, CF NFkB inh 26, EBV LMP1 NFkB 4, SRC3 inh 7, NR2F2 inh 4, TWEAK-Fn14 inh 27, LRH-1 inv ag 3, NCOA2 inhibitor -2, C8 TRAIL sens 21, SRC1 inh -3 and TROY NFkB inh -4.
For COc1ccc(N(C)S(=O)(=O)c2ccc3c(c2)NC(=O)CC(=O)N3)c(OC)c1 the results were KKLEB cytotox -8, CF NFkB inh 2, EBV LMP1 NFkB 3, SRC3 inh -14, NR2F2 inh -9, TWEAK-Fn14 inh 10, LRH-1 inv ag 12, NCOA2 inhibitor -4, C8 TRAIL sens -4, SRC1 inh -9 and TROY NFkB inh -8.
CCSc1ncnc2c(C#N)c3n(c12)CCCCC3 was read as KKLEB cytotox -12, CF NFkB inh 24, EBV LMP1 NFkB 2, SRC3 inh 17, NR2F2 inh -3, TWEAK-Fn14 inh 2, LRH-1 inv ag 23, NCOA2 inhibitor -5, C8 TRAIL sens -3, SRC1 inh -9 and TROY NFkB inh -3.
CN(C(=O)CSCC(=O)O)C1CCCCC1 was read as KKLEB cytotox 10, CF NFkB inh -3, EBV LMP1 NFkB -9, SRC3 inh 9, NR2F2 inh 1, TWEAK-Fn14 inh 23, LRH-1 inv ag 11, NCOA2 inhibitor 8, C8 TRAIL sens 5, SRC1 inh -5 and TROY NFkB inh -2.
`COc1ccccc1CC(=O)Nc1ccc(S(=O)(=O)N2CC(C)CC(C)C2)cc1` (stereo not drawn) gave KKLEB cytotox 11, CF NFkB inh 21, EBV LMP1 NFkB 2, SRC3 inh -19, NR2F2 inh -4, TWEAK-Fn14 inh 8, LRH-1 inv ag 9, NCOA2 inhibitor -7, C8 TRAIL sens 6, SRC1 inh 7 and TROY NFkB inh 10.
For CC(=O)Nc1ccc(S(=O)(=O)N2CCN(Cc3ccccn3)CC2)cc1 the results were KKLEB cytotox 22, CF NFkB inh -8, EBV LMP1 NFkB -9, SRC3 inh 4, NR2F2 inh -1, TWEAK-Fn14 inh 10, LRH-1 inv ag 5, NCOA2 inhibitor -14, C8 TRAIL sens -4, SRC1 inh -1 and TROY NFkB inh -5.
`CN1CCN(C2CCCCC2NS(=O)(=O)c2ccccc2)CC1` (stereo not drawn) gave KKLEB cytotox 12, CF NFkB inh -4, EBV LMP1 NFkB -4, SRC3 inh -15, NR2F2 inh -16, TWEAK-Fn14 inh 6, LRH-1 inv ag 22, NCOA2 inhibitor 0, C8 TRAIL sens 0, SRC1 inh -28 and TROY NFkB inh 1.
Screening CCCn1nc(NC(=O)C2CCCO2)c2cc3ccc(C)cc3nc21 (stereo not drawn) returned KKLEB cytotox 10, CF NFkB inh 8, EBV LMP1 NFkB -10, SRC3 inh 12, NR2F2 inh 6, TWEAK-Fn14 inh 12, LRH-1 inv ag -6, NCOA2 inhibitor 3, C8 TRAIL sens -20, SRC1 inh 9 and TROY NFkB inh 5.
O=C(CCCCn1c(=O)c2ccccc2n(Cc2ccc(F)cc2Cl)c1=O)NCc1ccco1 was read as KKLEB cytotox -5, CF NFkB inh 8, EBV LMP1 NFkB 0, SRC3 inh -25, NR2F2 inh 11, TWEAK-Fn14 inh -19, LRH-1 inv ag 21, NCOA2 inhibitor -9, C8 TRAIL sens 2, SRC1 inh -13 and TROY NFkB inh 19.
Screening Cn1cc2cc(NC(N)=S)ccc2n1 returned KKLEB cytotox 11, CF NFkB inh -2, EBV LMP1 NFkB -1, SRC3 inh 8, NR2F2 inh 4, TWEAK-Fn14 inh 6, LRH-1 inv ag 9, NCOA2 inhibitor 10, C8 TRAIL sens -18, SRC1 inh 2 and TROY NFkB inh 1.
COC1=CCC2([N+](=O)[O-])CN(CC(=O)O)CC1([N+](=O)[O-])C2 (stereo not drawn) was read as KKLEB cytotox 6, CF NFkB inh -14, EBV LMP1 NFkB 9, SRC3 inh 4, NR2F2 inh -9, TWEAK-Fn14 inh -8, LRH-1 inv ag -1, NCOA2 inhibitor 4, C8 TRAIL sens -7, SRC1 inh 3 and TROY NFkB inh 13.
`Nc1ccc(C(=O)n2c3ccccc3c3ccccc32)cc1` gave KKLEB cytotox -29, CF NFkB inh 48, EBV LMP1 NFkB 18, SRC3 inh 17, NR2F2 inh -1, TWEAK-Fn14 inh 37, LRH-1 inv ag 26, NCOA2 inhibitor 42, C8 TRAIL sens -4, SRC1 inh 11 and TROY NFkB inh 51*.
`CN(/N=C/Cc1nnnn1-c1ccc(Cl)cc1)c1ccccc1` gave KKLEB cytotox -1, CF NFkB inh 10, EBV LMP1 NFkB 5, SRC3 inh 13, NR2F2 inh 14, TWEAK-Fn14 inh 5, LRH-1 inv ag 2, NCOA2 inhibitor 5, C8 TRAIL sens -14, SRC1 inh -93 and TROY NFkB inh -2.
CCOC(=O)c1sc(=S)n(CC)c1NC(=O)c1ccccc1C was read as KKLEB cytotox 4, CF NFkB inh 5, SRC3 inh 18, NR2F2 inh -5, TWEAK-Fn14 inh 5, LRH-1 inv ag 0, NCOA2 inhibitor -5, C8 TRAIL sens -1, SRC1 inh 8 and TROY NFkB inh -4.
For O=C1CC(c2ccc(S(=O)(=O)NCc3ccccc3)cc2)CN1 (stereo not drawn) the results were KKLEB cytotox 8, CF NFkB inh -4, EBV LMP1 NFkB 10, SRC3 inh 7, NR2F2 inh 10, TWEAK-Fn14 inh 6, LRH-1 inv ag 7, NCOA2 inhibitor -14, C8 TRAIL sens -7, SRC1 inh 6 and TROY NFkB inh -5.
Screening COCCCNC(=O)c1ccc(Cn2c(=O)c3ccccc3n(Cc3ccccc3C#N)c2=O)cc1 returned KKLEB cytotox 1, CF NFkB inh 7, EBV LMP1 NFkB -3, SRC3 inh -22, NR2F2 inh -9, TWEAK-Fn14 inh 1, LRH-1 inv ag -5, NCOA2 inhibitor 4, C8 TRAIL sens 22, SRC1 inh -5 and TROY NFkB inh 0.
`COc1ccc(/C=N/NC(=O)C(C)n2cnc3ccccc3c2=O)cc1` (stereo not drawn) gave KKLEB cytotox 0, CF NFkB inh -8, EBV LMP1 NFkB -3, SRC3 inh -6, NR2F2 inh -17, TWEAK-Fn14 inh 0, LRH-1 inv ag 5, NCOA2 inhibitor 12, C8 TRAIL sens 5, SRC1 inh -7 and TROY NFkB inh -8.
For COC(=O)c1ccc(-n2nnnc2SCc2ccccc2OC)cc1 the results were KKLEB cytotox -17, CF NFkB inh 9, EBV LMP1 NFkB 3, SRC3 inh 7, NR2F2 inh 9, TWEAK-Fn14 inh 19, LRH-1 inv ag 5, NCOA2 inhibitor 8, C8 TRAIL sens -13, SRC1 inh -8 and TROY NFkB inh 19.
`CCC(=O)N1CCCC(C)(C(=O)Nc2nccc3ccccc23)C1` (stereo not drawn) gave KKLEB cytotox 7, CF NFkB inh -3, SRC3 inh -9, NR2F2 inh -4, TWEAK-Fn14 inh -15, LRH-1 inv ag -1, NCOA2 inhibitor 6, C8 TRAIL sens -2, SRC1 inh -13 and TROY NFkB inh 5.
Screening CCOc1ccc(/C=N/NC(=O)c2ccccc2O)cc1CN1CC2CC(C1)c1cccc(=O)n1C2 (stereo not drawn) returned KKLEB cytotox -12, CF NFkB inh 1, EBV LMP1 NFkB -3, SRC3 inh -19, NR2F2 inh -7, TWEAK-Fn14 inh -9, LRH-1 inv ag -9, NCOA2 inhibitor -12, C8 TRAIL sens 14, SRC1 inh -6 and TROY NFkB inh -57.
O=C(NCCN1CCOCC1)c1ccc(N2CCCC2)c([N+](=O)[O-])c1 was read as KKLEB cytotox 10, CF NFkB inh 7, EBV LMP1 NFkB -2, SRC3 inh 7, NR2F2 inh 17, TWEAK-Fn14 inh -17, LRH-1 inv ag 11, NCOA2 inhibitor -22, C8 TRAIL sens -4, SRC1 inh 1 and TROY NFkB inh -2.
`CCC(c1nnnn1CCOC)N(Cc1cc2c(C)cc(C)cc2[nH]c1=O)CC1CCCO1` (stereo not drawn) gave KKLEB cytotox -9, CF NFkB inh 16, EBV LMP1 NFkB 2, SRC3 inh 6, NR2F2 inh 11, TWEAK-Fn14 inh 4, LRH-1 inv ag 6, NCOA2 inhibitor 3, C8 TRAIL sens 6, SRC1 inh -4 and TROY NFkB inh -4.
`CN(C(=O)c1cc2n(n1)C(C(F)(F)F)CC(c1ccco1)N2)c1ccc(OC(F)(F)F)cc1` (stereo not drawn) gave KKLEB cytotox 2, CF NFkB inh 3, EBV LMP1 NFkB 1, SRC3 inh -3, NR2F2 inh 1, TWEAK-Fn14 inh 2, LRH-1 inv ag -5, NCOA2 inhibitor -26, C8 TRAIL sens -14, SRC1 inh -4 and TROY NFkB inh -1.
`O=c1nccc(N/N=C/c2ccccc2O)[nH]1` gave KKLEB cytotox 4, CF NFkB inh -4, EBV LMP1 NFkB 3, SRC3 inh -42, NR2F2 inh -13, TWEAK-Fn14 inh 8, LRH-1 inv ag -131, NCOA2 inhibitor -91, C8 TRAIL sens 64*, SRC1 inh -57 and TROY NFkB inh -38.
Screening Cc1ccc(C)c(N2CCN(C(=O)c3cn(C)c4ccc(S(=O)(=O)N(C)C)cc4c3=O)CC2)c1 returned KKLEB cytotox -19, CF NFkB inh 25, EBV LMP1 NFkB 2, SRC3 inh -11, NR2F2 inh -8, TWEAK-Fn14 inh -10, LRH-1 inv ag -18, NCOA2 inhibitor 19, C8 TRAIL sens -7, SRC1 inh -7 and TROY NFkB inh -6.
CC(=O)Nc1ccc(/C=C(\C#N)C(=O)NC2CCCCC2)cc1 was read as KKLEB cytotox -12, CF NFkB inh 9, EBV LMP1 NFkB 1, SRC3 inh 19, NR2F2 inh -24, TWEAK-Fn14 inh -26, LRH-1 inv ag 10, NCOA2 inhibitor 5, C8 TRAIL sens 1, SRC1 inh 0 and TROY NFkB inh -10.
For CCOc1ccccc1NC(=O)N1CCC(NC(=O)c2ccccc2C)CC1 the results were KKLEB cytotox -8, CF NFkB inh 1, EBV LMP1 NFkB -3, SRC3 inh 11, NR2F2 inh 11, TWEAK-Fn14 inh 4, LRH-1 inv ag 14, NCOA2 inhibitor -7, C8 TRAIL sens -13, SRC1 inh -4 and TROY NFkB inh -4.
